Screens (PubChem BioAssay)
TRb-SRC2 inh: TRbeta-SRC2 interaction inhibition. 280,000 compounds, 0.065% hits. TRbeta-SRC2 peptide binding, fluorescence polarization; receptor liganded with 1 µM T3. Potency, µM (doses to about 106 µM), inactives show top-dose activity change, negative = inhibition, most hits filed as inhibitors. P10828. AID 1469;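 note: plate controls were bound peptide for no effect and peptide without receptor for full effect; nearly all actives have a fitted effect of over 50% in size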
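Fluorescence polarization of 20 nM Texas Red SRC2 peptide (20-aa NR interaction domain) bound to 0.6 uM human TRb ligand-binding domain, with 1 uM T3, after 5 hr at ambient temperature; inhibition seen as decreased polarization.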
L3MBTL1 inh: L3MBTL1 (human) inhibition; Q9Y468; AlphaScreen L3MBTL1–H3K9me1 peptide binding; Potency, µM (doses to about 57.1 µM), for the others: at the top dose activity, negative = inhibition, actives largely listed as inhibitors; 230,000 compounds, 0.66% hits; AID 485360; note: nearly all actives have a fitted effect of over 60% in size
Target sequence (Q9Y468 whole entry, looked up): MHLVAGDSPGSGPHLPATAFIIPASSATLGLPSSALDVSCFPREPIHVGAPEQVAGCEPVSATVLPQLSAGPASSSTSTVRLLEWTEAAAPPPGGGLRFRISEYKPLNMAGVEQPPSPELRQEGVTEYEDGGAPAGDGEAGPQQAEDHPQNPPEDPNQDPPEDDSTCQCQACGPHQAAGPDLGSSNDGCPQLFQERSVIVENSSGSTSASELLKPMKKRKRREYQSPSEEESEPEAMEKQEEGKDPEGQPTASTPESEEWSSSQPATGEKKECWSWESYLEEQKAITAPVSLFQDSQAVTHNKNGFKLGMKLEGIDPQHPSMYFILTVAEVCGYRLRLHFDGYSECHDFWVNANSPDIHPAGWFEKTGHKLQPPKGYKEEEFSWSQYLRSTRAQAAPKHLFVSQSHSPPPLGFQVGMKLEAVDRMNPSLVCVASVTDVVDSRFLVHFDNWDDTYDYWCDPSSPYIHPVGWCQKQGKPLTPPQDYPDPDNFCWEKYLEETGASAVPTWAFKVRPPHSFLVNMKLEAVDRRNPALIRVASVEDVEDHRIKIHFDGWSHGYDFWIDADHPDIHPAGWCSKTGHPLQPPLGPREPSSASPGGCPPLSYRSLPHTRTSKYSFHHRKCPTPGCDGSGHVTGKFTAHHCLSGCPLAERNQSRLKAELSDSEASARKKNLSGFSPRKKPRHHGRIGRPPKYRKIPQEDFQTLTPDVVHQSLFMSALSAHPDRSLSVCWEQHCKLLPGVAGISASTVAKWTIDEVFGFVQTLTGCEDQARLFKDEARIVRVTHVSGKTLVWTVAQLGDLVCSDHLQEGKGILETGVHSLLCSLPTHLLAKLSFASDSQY
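AlphaScreen proximity signal between nickel-chelate acceptor and streptavidin donor beads (final 10 ug/mL) reports binding of 50 nM L3MBTL1 to 75 nM biotin-H3 K9me1 peptide; complex incubated with compounds 30 min at room temperature; cefsulodin titration as control.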
GAA glycogen: GAA glycogen-cleavage inhibition or activation | 300,000 compounds, 0.38% hits | Potency, µM (top dose mostly 76.4 µM), inactives show top-dose activity change, negative = inhibition, hits mostly inhibitors | recombinant GAA, glycogen substrate, Amplex Red glucose oxidase fluorescence;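 note: 0% = full enzyme reaction and -100% = no-enzyme basal signal; the screen sought inhibitors and activators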
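Natural-substrate format: glycogen cleavage by 4 nM human enzyme, glucose read by Amplex Red coupling (Ex 573, Em 610 nm). Normalized to enzyme and no-enzyme controls.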
RECQ1 helicase: blocks DNA unwinding by human RECQ1; RECQ1 DNA unwinding, red fluorescence kinetic read; Potency, µM (doses to about 57.3 µM), inactives show top-dose activity, negative = inhibition, actives largely listed as inhibitors; 240,000 compounds, 0.54% hits; AID 2549;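 note: plate controls were vehicle for no effect and no enzyme for full effect; nearly all actives have a fitted effect of over 30% in size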
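50 nM RECQ1T1 preincubated 15 min with compound in Tris pH 8.0 buffer with MgCl2, DTT, Tween-20 and 2.5 ug/ml poly(dI-dC); started with 200 nM TAMRA/BHQ-2 forked duplex and 2 mM ATP. Unwinding read as fluorescence (525/598 nm), two reads 2 h apart.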
GAA inhib: inhibitors of human lysosomal alpha-glucosidase; AID 1466; purified human GAA, 4-MU-alpha-glucoside fluorescence; P10253; Potency, µM (top dose mostly 76.9 µM), without a hit: at the highest dose activity change, negative = inhibition, most hits filed as inhibitors; 200,000 compounds, 0.005% hits;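 note: plate controls were uninhibited enzyme wells for no effect and no-enzyme background for full effect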
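Fluorescence at Ex 365/Em 440 nm from 4-methylumbelliferone reported enzyme activity after 20 min at room temperature. Reactions used 4 nM enzyme and 400 uM substrate at pH 5.0; curves fitted with the Hill equation.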
GoLoco inh red: blocks human Gai1 binding to RGS12 GoLoco peptide, red readout | P63096 | Gai1:RGS12 GoLoco peptide FP, rhodamine, 10 min | Potency, µM (series often up to 61.6 µM), without a hit: top-dose activity, negative = inhibition, hits mostly inhibitors | 230,000 compounds, 0.44% hits; active = well fitted inhibition curve with a large enough effect, not every such curve was filed as active; inactive = no such curve, though single readings can be large or run the other way; note: nearly all actives have a fitted effect of over 30% in size; many of its hits are not listed in these tables
TR SRC2 fluor cs: Texas Red fluorescence interference in TRb-SRC2 counter-screen; Potency, µM (top dose mostly 106 µM), for inactives: top-dose fluorescence change, negative = quenching; 280,000 compounds, 0.29% hits; TRb/SRC2 Texas Red total fluorescence interference; active = well fitted curve in either direction with a large enough effect; inconclusive = small, poorly fitted or top-dose-only effect
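Human TRb ligand-binding domain at 0.6 uM with 20 nM Texas Red SRC2 peptide in Tris buffer containing 1 uM T3 and 5% DMSO, incubated with compound 5 h at ambient temperature. Total fluorescence (555/632 nm) calculated as parallel + 2 × perpendicular.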
GAA spleen mod: inhibits or activates alpha-glucosidase in human spleen homogenate | 240,000 compounds, 0.006% hits | human spleen homogenate, 4-MU-alpha-glucoside fluorescence | Potency, µM (highest dose often 79.9 µM), for the others: at the top dose activity change, negative = inhibition, most hits filed as inhibitors | P10253 | AID 2112;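 note: 0% = enzyme with vehicle and -100% = no enzyme basal signal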
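Enzyme source: human spleen homogenate, 1 ug/well. Buffer 50 mM citric acid/K phosphate pH 5.0, 0.01% Tween-20. 4-MU-alpha-glucoside 1 mM; 37 C x 40 min; NaOH/glycine stop; fluorescence.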
Numbers without * were called inactive; i = inactive; ? = inconclusive; / = not tested or not shown; & = joins results of further samples; [ ] = dose if it differs, or a comment. Unless noted, calls come from the whole dose curve; as a rule, active = well fitted curve in the direction sought with a large enough effect; inconclusive = small, poorly fitted or top-dose-only effect, or another doubt; inactive = no such curve, though single readings can be large; an effect the other way counts as inactive or inconclusive. Unless noted, % is set by controls: 0 for no effect and ±100 for the full control effect; potency is the fitted concentration of half-maximal effect. Only part of the results is shown (hit frequency here may not be typical).

SMILES | TRb-SRC2 inh | L3MBTL1 inh | GAA glycogen | RECQ1 helicase | GAA inhib | GoLoco inh red | TR SRC2 fluor cs | GAA spleen mod
COc1cc2cc(CN(Cc3cccs3)C(=S)Nc3ccc(C)cc3)c(=O)[nH]c2cc1OC | -2% | -8% | 1% | -8% | -5% | 10% | -3% | -6%
COC(=O)C1=C(C)OC(N)=C(C#N)C1c1ccc(OC)c(OC)c1OC (stereo not drawn) | -1% | 8% | -4% | -20% | 1% | 8% | 1% | 1%
CSCCNCc1cn(-c2ccc(F)cc2F)nc1-c1ccccc1C | -1% | -14% | -2% | -2% | -3% | 8% | 1% | -12%
CC(c1cccnc1)N(CCN(C)C)C(=O)Nc1ccc(Cl)cc1 (stereo not drawn) | 9% | / | 3% | -1% | -2% | 6% | 0% | -3%
CCC(C)C(NC(=O)c1ccccc1NC(=O)c1ccco1)C(=O)NNC(=O)c1ccc(OC)cc1 (stereo not drawn) | -1% | 10% | 11% | -9% | -6% | 1% | 3% | -3%
O=C(Nc1ccccc1)C1=C[C@H](c2csc3ccccc23)C[C@H](OCCCCO)O1 | -1% | 4% | -1% | 40µM* | / | 4% | -2% | 7%
Nc1ncc(Br)cc1S(=O)(=O)NCCC(=O)Nc1cccc(Cl)c1 | 1% | 2% | -1% | -7% | ? | 3% | -4% | -5%
COc1ccc(-n2nnnc2SCC(=O)Nc2nc3c(s2)CCCC3)cc1 | -3% | -4% | -4% | -10% | 5% | -10% | -9% | 3%
O=C(NC1CCCCC1)c1cc2nc(-c3ccco3)cc(C(F)(F)F)n2n1 | -3% | / | 4% | -4% | -3% | 1% | -5% | 8%
O=C(Nc1ccccc1C(=O)O)c1ccc(NC(=O)c2ccc(Br)o2)cc1 | -6% | / | 13% | -5% | -1% | 14% | -5% | 2%
O=C(Cn1cnc2ccccc21)N/N=C/c1ccccn1 | -4% | 11% | 0% | -6% | 7% | 0% | 0% | 1%
NC(=O)c1cccnc1Sc1ccc(Cl)cc1 | 1% | 7% | -3% | -3% | -7% | -11% | -1% | -3%
Cc1ccc(S(=O)(=O)N(CC(=O)NCCC2=CCCCC2)Cc2ccccc2)cc1 | 1% | 9% | -7% | -8% | -7% | 8% | -2% | -12%
N#CCC(=O)c1ccccc1Oc1ccc(Cl)cc1 | -4% | -12% | -12% | -16% | -3% | 2% | -2% | /
O=C1O/C(=C\c2ccccc2)c2ccccc21 | 1% | 31%[activator] | 6% | -2% | -6% | 15% | 1% | -6%
O=C1NC(CCc2ccccc2)C(=O)N1CCOc1cccc(Br)c1 (stereo not drawn) | -2% | / | -3% | -9% | -9% | 2% | -1% | -8%
O=C(Nc1ccccc1N1CCN(C(=O)c2ccc(Cl)cc2)CC1)c1ccc2c(c1)OCO2 | 13% | -16% | -4% | 14% | -1% | 0% | 1% | -5%
Cn1nc(-c2ccc(Cl)cc2)c2cc(C(=O)NC3CC3)sc21 | 2% | 12% | -5% | -7% | 2%[15.4 µM] | 4% | -3% | -8%
COc1ccc(N2CCN(C(=O)NC34CC5CC(CC(C5)C3)C4)CC2)cc1 | -11% | / | -2% | -17% | ? | -15% | -3% | -6%
Cc1ccc(SCC(=O)c2cc(C)c(OC(=S)N(C)C)c(C)c2)cc1 | -4% | / | -3% | -5% | -2% | -6% | 1% | 5%
CC1OC(n2cc(F)c(=O)[nH]c2=O)C(O)C1O (stereo not drawn) | -5% | / | / | -10% | / | 2% | 1% | 1%
Cc1ccc(S(=O)(=O)Nc2nc3ccccc3nc2N2CCc3ccccc3C2)cc1 | 1% | 27% | -5% | -14% | -13% | -5% | -2% | -5%
O=C(Nc1ncc2c(n1)CC(c1ccco1)CC2=O)c1ccccc1 (stereo not drawn) | -4% | / | 6% | i | -1% | 0% | 0% | -10%
COc1cc(/C=N/NC(=O)c2ccc(N(C)S(=O)(=O)c3ccccc3)cc2)cc(OC)c1OC | 7% | -13% | -4% | -3% | 1% | 3% | 3% | 0%
Cc1cc(=O)oc2cc(OS(C)(=O)=O)ccc12 | 10%&-3% | 1% | 1%&-7% | -7% | ? | 0%&11% | 0%&-1% | -7%&3%
(continued)
SMILES | TRb-SRC2 inh | L3MBTL1 inh | GAA glycogen | RECQ1 helicase | GAA inhib | GoLoco inh red | TR SRC2 fluor cs | GAA spleen mod
COc1ccc(-n2c(CSc3nc(C)cc(C)n3)nnc2SCC(=O)Nc2nccs2)cc1 | 1% | 4% | -1% | -13% | -7% | -5% | -2% | -2%
Cc1cc(C)c(C(=O)/C=C/c2cccc3ccccc23)c(=O)[nH]1 | -6% | -8% | 8% | -11% | -1% | 6% | 1% | -6%
COCCNC(=S)N1CCc2cc(OC)c(OC)cc2C1COc1cc(C)cc(C)c1 (stereo not drawn) | -2% | -2% | -11% | -2% | 2% | -3% | 0% | -5%
CCN1CCCC1CNC(=O)C(=O)Nc1ccc(OC)cc1 (stereo not drawn) | -21% | 4% | 0% | i | -10% | 4% | -1% | 7%
CCC1Oc2ccccc2N(CC(=O)NCCN2C(C)CCCC2C)C1=O (stereo not drawn) | 4% | 23%[11.4 µM] | -13% | i | -2% | 7% | 1% | -9%
COC(=O)C1=C(C(=O)OC)[C@@H]2N(Cc3ccccc3)c3ccccc3[C@@]23C[C@@H](C(=O)OC)N(S(=O)(=O)c2ccc(C)cc2)C3=N1 | 5%[11.2 µM] | / | / | -20%[11.5 µM] | / | 2%[14.2 µM] | -3%[11.2 µM] | -2%[17.4 µM]
CCN(CC)CCSc1nnc2c3cc(C)ccc3n(Cc3ccccc3)c2n1 | 1% | -28% | 6% | 1% | / | 11% | 0% | -14%
Cn1c(SCC(=O)NCCNC(=O)CSc2nnc(C(F)(F)F)n2C)nnc1C(F)(F)F | -3% | / | -2% | -8% | -3% | 3% | 2% | -2%
Cc1cc(Cl)ccc1OCC(=O)NCC(=O)N/N=C/c1ccco1 | 5% | 1% | -3% | -8% | 4% | 8% | 0% | -2%
COc1ccc(CCc2nc(C)ccc2O)cc1 | -2%&-4% | -2% | 3%&-3% | 3%&-1% | -2%&3% | -8%&-2% | -4%&1% | -3%&-11%
Oc1cccc(/C=N/Nc2ncnc3c2ncn3Cc2ccccc2)c1 | -3% | ? | -3% | -4% | 7% | 6% | -1% | -12%
Cc1ccc(-c2cc(C(=O)O)n[nH]2)o1 | 0% | 5%[11.4 µM] | 5% | -2% | -3% | 5% | -7% | -9%
Cc1ccc(-n2nnc3c(=O)n(CC(=O)c4ccccc4)cnc32)cc1 | -9% | -1% | 6% | -1% | 3% | -7% | -3% | 4%
CCC(C)c1ccc(NC(=O)CSc2nncn2N)cc1 (stereo not drawn) | 3% | / | 1% | i | -4% | 8% | -1% | 0%
Cc1cccc(C(=O)c2cccc(C)c2)c1 | / | 23% | 1% | 11% | / | / | / | -5%
CCC(=O)N1CCN(CCN=CC2=C(O)CC(c3cccs3)CC2=O)CC1 (stereo not drawn) | 3% | -4% | 3% | -4% | 1% | 5% | -3% | 1%
CC(C)Sc1cc(N2CCOCC2)nc(-c2ccccc2)n1 | -2% | 25% | -7% | -4% | 1% | -4% | 1% | -4%
Cc1ccccc1OCc1nnc(SC(C)C(=O)O)n1Cc1ccccc1 (stereo not drawn) | -1%[53 µM] | ? | -2% | -13% | 14% | 126%[activator] | 0%[53 µM] | 4%
O=C1CC(NCc2ccncc2)C(=O)N1c1ccc(Cl)cc1 (stereo not drawn) | -6% | 1% | 18% | -2% | ? | 2% | -1% | -1%
Cc1cc(C)cc(CSCC(=O)NN=C2CCCCCC2)c1 | -1% | 1% | 6% | -5% | 2% | 7% | -1% | 8%
COc1ccc(C(=O)O/N=C(\N)Cc2ccc(Cl)c(Cl)c2)cc1OC | 5% | 0% | -8% | -5% | ? | 14% | -11% | -21%
Cc1ccccc1C(OCC(O)CN1CCCCC1CCO)c1ccccc1 (stereo not drawn) | -26% | 8% | 3% | i | -9% | 5% | 1% | -8%
CC(=O)Oc1cc2oc(=O)cc(C)c2cc1OC(C)=O | 8% | -3% | 7.9µM* | 12% | ? | 125% | 21% | ?
Cc1ccc(C)c(NC(=O)c2cc(-c3cccnc3)nc3ccccc23)c1 | 1% | 0% | -1% | 6% | 8% | 7% | -5% | 3%
CCN(CC)S(=O)(=O)c1ccc2c(c1)nc(CCC(=O)O)n2CC | 3% | 11% | -2% | i | ? | 9% | 1% | 0%
Cc1ccc(CN2CCSc3ccc(C(=O)NCc4ccccn4)cc32)cc1 | 3% | / | 3% | -20% | 14% | 16% | 0% | 16%
CC(=O)Nc1nnc(-c2ccccn2)o1 | 11% | 3% | 14% | -3% | 1% | 2% | -21% | -1%
Cn1c(Cn2nnc3ccccc32)nnc1SCC(=O)NCc1ccc2c(c1)OCO2 | -2% | 4% | 6% | -1% | -11% | -3% | -3% | 6%
CCOCCCNC(=O)C1CC(=O)N(C2CCCC2)C1 (stereo not drawn) | -18% | -4% | 0% | 0% | -2% | -19% | -3% | 4%
CCOC(=O)CSc1nnc2n(Cc3ccccc3)c(=O)c3c4c(sc3n12)CCC4 | 3% | 8% | -5% | -6% | -5% | / | 1% | 3%

An excerpt from above with just L3MBTL1 inh.
compound	L3MBTL1 inh
Cc1cccc(C(=O)c2cccc(C)c2)c1	23%
CCC(=O)N1CCN(CCN=CC2=C(O)CC(c3cccs3)CC2=O)CC1 (stereo not drawn)	-4%
CC(C)Sc1cc(N2CCOCC2)nc(-c2ccccc2)n1	25%
Cc1ccccc1OCc1nnc(SC(C)C(=O)O)n1Cc1ccccc1 (stereo not drawn)	?

Copied from the list:
Cc1ccc(-c2cc(C(=O)O)n[nH]2)o1 in GoLoco inh red reads 5%
CCN1CCCC1CNC(=O)C(=O)Nc1ccc(OC)cc1 (stereo not drawn) in TRb-SRC2 inh reads -21%
